# APJ antag: blocks the human apelin receptor APJ | AID 2521 | 330,000 tested, 0.32% active | inhibition, % at 20 µM | CHO-K1 APJ beta-arrestin complementation, luminescence | P35414;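 active = inhibition above about 40% at 20 µM, limit read from the data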;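 note: cells challenged with 10 nM apelin-13 agonist together with compound; plate controls were apelin-13 plus DMSO wells for no effect and DMSO wells lacking apelin-13 for full effect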
# Target sequence (P35414 whole entry, looked up): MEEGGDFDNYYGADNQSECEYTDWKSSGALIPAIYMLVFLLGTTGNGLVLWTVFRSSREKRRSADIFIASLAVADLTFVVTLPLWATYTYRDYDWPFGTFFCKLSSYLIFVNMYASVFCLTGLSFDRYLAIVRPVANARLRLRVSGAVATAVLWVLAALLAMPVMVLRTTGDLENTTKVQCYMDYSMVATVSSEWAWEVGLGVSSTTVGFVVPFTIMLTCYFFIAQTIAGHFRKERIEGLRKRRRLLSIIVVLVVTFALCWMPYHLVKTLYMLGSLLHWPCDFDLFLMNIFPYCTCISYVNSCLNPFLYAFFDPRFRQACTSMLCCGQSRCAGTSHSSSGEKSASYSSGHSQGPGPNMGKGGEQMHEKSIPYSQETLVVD
# MPTP block: blocks calcium-induced mitochondrial swelling | AID 602449 | isolated mouse mitochondria, Ca2+ swelling absorbance, 30 min | 360,000 tested, 1.4% active | inhibition, % at 10 µM;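 active = inhibition of 50% or more, scaled per plate between neutral and stimulator controls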;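 note: 0% = DMSO wells given calcium and 100% = 1 mM EGTA wells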
# beta cell repl: MIN6 beta-cell proliferation induction; MIN6 cells proliferation, ATPlite luminescence, 48 h; cells starved in 0.2% serum; 100% = growth in 10% serum; proliferation, % at 10 µM; 330,000 tested, 0.29% active; AID 2380;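 active = compounds whose signal lies at least 3.5 SD above the mean of all wells on their plate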;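 note: 0% = DMSO-treated cells in low-serum medium and 100% = 10% serum control; some compounds called inactive have numbers as strong as hits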
# NLRP3 yeast inh: inhibitors of NALP3 inflammasome in yeast; AID 2825; Yeast reconstituted NLRP3/ASC/caspase-1, beta-gal luminescence, 24 h; 330,000 tested, 0.39% active; inhibition, % at 10 µM;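 active = inhibition of 50% or more; inactive = inhibition below 50%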;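 note: plate controls were induced DMSO wells for no effect and uninduced yeast grown without galactose for full effect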
# tim10-1 inh: inhibits growth of tim10-1 mutant yeast | S. cerevisiae tim10-1 ts strain growth, BacTiter-Glo, 24 h | inhibition, % at 20 µM | 330,000 tested, 2.2% active;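 active = inhibition of at least 40%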;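 note: mutant grown at 25 °C; 0% = DMSO wells with yeast and 100% = wells holding no yeast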
# tim23-1 inh: tim23-1 yeast growth inhibition | S. cerevisiae tim23-1 growth, BacTiter-Glo luminescence, 24 h | inhibition, % at 20 µM | 330,000 tested, 1.3% active | AID 463212;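 active = growth inhibition of the mutant yeast at or above 50%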;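 note: temperature-sensitive mutant grown at 25 °C; plate controls were DMSO-treated mutant yeast for no effect and medium wells lacking yeast for full effect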
# GRIN3A LBD mod: modulates the human NR3A ligand-binding domain | AID 1259313 | 340,000 tested, 2.5% active | NR3A LBD differential scanning fluorimetry, Tm shift; 0% = protein alone, 100% = glycine-bound protein | Tm shift relative to glycine control, % at 25 µM;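 active = melting temperature shift of at least 10% of the positive control shift, at one fixed dose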
# TIM10 inh: TIM10 yeast growth inhibition; S. cerevisiae TIM10 strain growth, BacTiter-Glo luminescence, 24 h; inhibition, % at 10 µM; 330,000 tested, 1.4% active;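 active = inhibition of 40% or more at the single tested concentration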;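 note: wild-type TIM10 isogenic control strain grown at permissive 25 °C; 0% = DMSO yeast wells and 100% = minimal medium wells without yeast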
# APJ agonist: activates the human apelin receptor APJ; activation, % at 20 µM; 330,000 tested, 0.11% active; AID 2520; CHO-K1 APJ PathHunter beta-arrestin, luminescence; 0% DMSO wells, 100% apelin; P35414;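 active = activation more than six SD over the plate average, tested at 20 µM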;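 note: 0% = DMSO alone and 100% = apelin-13 at 10 nM; some results filed as inactive read as strong as hits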
#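 Test system: CHO-K1 APJ beta-arrestin complementation cell line | Compound: Single test compound dose, 20 µM final, 1% DMSO | Incubation: Compound 90 min 25 °C, reagent 1 h | Measured by: beta-gal luminescence | Read-out basis: APJ–arrestin association signal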
# * marks the source's active call; other numbers are inactive results; / = not tested or not shown; & = joins results of further samples.
SMILES,APJ antag,MPTP block,beta cell repl,NLRP3 yeast inh,tim10-1 inh,tim23-1 inh,GRIN3A LBD mod,TIM10 inh,APJ agonist
CCc1ccc(CCOc2ccc(CC3SC(=O)NC3=O)cc2)nc1 (stereo not given),12,0.5,-1,15,-28,6,-1,3,-1
COc1ccc(C[C@H]2COC(=O)[C@@H]2Cc2ccc(OC3OC(CO)C(O)C(O)C3O)c(OC)c2)cc1OC (stereo not given in full),4,-1.3,3,18,-7,9,0,-6,8
Cc1ccc(=O)n(-c2ccccc2)c1,13,0.4,-4,10,-2,4,-3,8,6
Oc1cc2c(cc1O)[C@H]1c3ccc(O)c(O)c3OC[C@@]1(O)C2,21,-0.8,-8,22,6,12,1,-10,-3
CCCCCC(=O)O[C@]1(C(C)=O)CC[C@H]2[C@@H]3CCC4=CC(=O)CC[C@]4(C)[C@H]3CC[C@@]21C,3,-0.2,-8,14,24,23,2,13,-1
COC(=O)C1=CO[C@@H](O[C@@H]2O[C@H](CO)[C@@H](O)[C@H](O)[C@H]2O)C2C1C[C@H](O)[C@@H]2C (stereo not given in full),-1,0.2,1,10,-16,0,3,5,-2
O=C(O)c1cccnc1Nc1cccc(C(F)(F)F)c1,2,-1.4,-5,-3,12,19,-19,4,-2
NC1CCN(c2nc3c(cc2F)c(=O)c(C(=O)O)cn3-c2ccc(F)cc2F)C1 (stereo not given),-7,-0.7,2,22,3,-23,-1,6,-2
CC12CCC(=O)C=C1CCC1C2CCC2(C)C1CCC2(O)C(=O)CO (stereo not given),17,-0.1,-2,11,13,14,1,2,2
NOCC(=O)O,2,-0.7,-4,11,4,-7,-1,7,-4
CC(=O)Nc1ccc(CC(=O)O)cc1,-6,0.0,3,11,-1,5,-1,-1,-3
CN(C)CCCC1(c2ccc(F)cc2)OCc2cc(C#N)ccc21 (stereo not given),0,-3.5,4,13,10,-2,-2,16,0
C1COC(NC(C2CC2)C2CC2)=N1,11,-1.6,-1,19,21,15,1,14,2
C[N+]1(C)CCC(=C(c2ccccc2)c2ccccc2)CC1,4,-1.4,3,13,4,-8,-1,3,-3
Oc1ccc(C2CNCCc3c2cc(O)c(O)c3Cl)cc1 (stereo not given),10&0,1.4&5.9,-4&1,3&16,-11&0,-4&7,0&1,-2&-3,1&3

# Part of the list above in order of heavy-atom count, lowest first.
SMILES,APJ antag,MPTP block,beta cell repl,NLRP3 yeast inh,tim10-1 inh,tim23-1 inh,GRIN3A LBD mod,TIM10 inh,APJ agonist
NOCC(=O)O,2,-0.7,-4,11,4,-7,-1,7,-4
C1COC(NC(C2CC2)C2CC2)=N1,11,-1.6,-1,19,21,15,1,14,2
Cc1ccc(=O)n(-c2ccccc2)c1,13,0.4,-4,10,-2,4,-3,8,6
O=C(O)c1cccnc1Nc1cccc(C(F)(F)F)c1,2,-1.4,-5,-3,12,19,-19,4,-2
Oc1ccc(C2CNCCc3c2cc(O)c(O)c3Cl)cc1 (stereo not given),10&0,1.4&5.9,-4&1,3&16,-11&0,-4&7,0&1,-2&-3,1&3
Oc1cc2c(cc1O)[C@H]1c3ccc(O)c(O)c3OC[C@@]1(O)C2,21,-0.8,-8,22,6,12,1,-10,-3
CN(C)CCCC1(c2ccc(F)cc2)OCc2cc(C#N)ccc21 (stereo not given),0,-3.5,4,13,10,-2,-2,16,0
CC12CCC(=O)C=C1CCC1C2CCC2(C)C1CCC2(O)C(=O)CO (stereo not given),17,-0.1,-2,11,13,14,1,2,2
COC(=O)C1=CO[C@@H](O[C@@H]2O[C@H](CO)[C@@H](O)[C@H](O)[C@H]2O)C2C1C[C@H](O)[C@@H]2C (stereo not given in full),-1,0.2,1,10,-16,0,3,5,-2
NC1CCN(c2nc3c(cc2F)c(=O)c(C(=O)O)cn3-c2ccc(F)cc2F)C1 (stereo not given),-7,-0.7,2,22,3,-23,-1,6,-2
CCCCCC(=O)O[C@]1(C(C)=O)CC[C@H]2[C@@H]3CCC4=CC(=O)CC[C@]4(C)[C@H]3CC[C@@]21C,3,-0.2,-8,14,24,23,2,13,-1
COc1ccc(C[C@H]2COC(=O)[C@@H]2Cc2ccc(OC3OC(CO)C(O)C(O)C3O)c(OC)c2)cc1OC (stereo not given in full),4,-1.3,3,18,-7,9,0,-6,8

# Further results:
SMILES,APJ antag,MPTP block,beta cell repl,NLRP3 yeast inh,tim10-1 inh,tim23-1 inh,GRIN3A LBD mod,TIM10 inh,APJ agonist
CC1(C)O[C@H]2CC(=O)OC[C@@]23C1CC(=O)[C@]1(C)C3CC[C@@]2(C)[C@H](c3ccoc3)OC(=O)[C@H]3O[C@]321 (stereo not given in full),-7,-2.2,-2,-9,-8,1,-2,-3,1
COc1cc(-c2oc3cc(O)cc(O)c3c(=O)c2O[C@@H]2O[C@H](COC3O[C@@H](C)[C@H](O)[C@@H](O)[C@H]3O)[C@@H](O)[C@H](O)[C@H]2O)ccc1O (stereo not given in full),7,-0.3,-4,14,-10,-2,13*,-5,-1
C/C=C(/C)C(=O)OC(C)(C)[C@@H]1Cc2c(ccc3ccc(=O)oc23)O1,-21,0.5,1,18,-22,10,1,-39,-6
COc1ccc(-c2cc(=O)c3c(O)cc(OC4OC(COC5OC(C)C(O)C(O)C5O)C(O)C(O)C4O)cc3o2)cc1O (stereo not given),-11,0.3,-2,15,2,1,-3,2,4
CCCc1nc(C(C)(C)O)c(C(=O)O)n1Cc1ccc(-c2ccccc2-c2nn[nH]n2)cc1,27,/,4,4,-14,-5,/,4,-4
CN1CCCN=C1COC(=O)C(O)(c1ccccc1)C1CCCCC1 (stereo not given),0,0.8,1,15,5,17,-2,3,-1
N[C@@H](Cc1c[nH]c2ccc(O)cc12)C(=O)O,-1,2.4,1,-9,13,-5,-1,5,1
N#Cc1ccc(C(c2ccc(C#N)cc2)n2cncn2)cc1,9,-0.7,-2,17,12,10,/,-5,-3
CC1Cc2ccccc2N1NC(=O)c1ccc(Cl)c(S(N)(=O)=O)c1 (stereo not given),-8,-1.1,-4,14,-6,-10,3,0,8
CC(C)=CCOc1c2ccoc2cc2oc(=O)ccc12,10,-2.2,4,21,19,35,-2,16,-4
Cc1cccc2c1NC(=O)C2(c1ccc(O)cc1)c1ccc(O)cc1,4,2.1,3,-3,0,8,-4,8,-4
CCC(NC(C)C)C(O)c1ccc(O)c2[nH]c(=O)ccc12 (stereo not given),-6,-1.0,19*,21,-3,0,-1,-2,-2
CCCCNc1ccc(C(=O)OCCN(C)C)cc1,-2,0.9,2,18,-2,-2,-2,0,-5
CN(C)CCC[C@]1(c2ccc(F)cc2)OCc2cc(C#N)ccc21,12,0.3,-3,9,6,-6,1,2,0
COc1ccc(-c2cc(=O)c3c(O)cc(O[C@@H]4O[C@H](CO[C@@H]5O[C@@H](C)[C@H](O)[C@@H](O)[C@H]5O)[C@@H](O)[C@H](O)[C@H]4O)cc3o2)cc1O,1,-0.9,3,23,5,1,3,5,7
C/C=C/C(=O)N(CC)c1ccccc1C,5,2.6,-1,10,7,-4,-1,-5,-3
CCOC(=O)[C@H](CCc1ccccc1)N[C@@H](C)C(=O)N1Cc2ccccc2C[C@H]1C(=O)O,9,-1.7,1,11,8,9,1,5,-4
COc1ccccc1N1CCN(CCCN=C2CC(=O)N(C)C(=O)N2C)CC1,-7,0.1,-1,18,-6,-15,0,-11,-2
COc1ccc(C2CNC(=O)C2)cc1OC1CCCC1 (stereo not given),22,-1.9,0,38,0,-4,3,11,3
CCN(CC)CCOC(=O)c1ccc(N)cc1,17,0.3,-1,29,8,6,1,-6,-3
Cc1c(C(=O)O)c(O)cc2c1C(=O)c1c(O)c([C@@H]3O[C@H](CO)[C@@H](O)[C@H](O)[C@H]3O)c(O)c(O)c1C2=O,37,13,-1,19,22,28,1,8,-8
Nc1nc(O)c(N=Nc2ccc(S(N)(=O)=O)cc2)c(=O)[nH]1,9,/,-1,19,-6,-5,1,-10,-1

# Profiles from above. Screens in order: APJ antag	MPTP block	beta cell repl	NLRP3 yeast inh	tim10-1 inh	tim23-1 inh	GRIN3A LBD mod	TIM10 inh	APJ agonist
# CCN(CC)CCOC(=O)c1ccc(N)cc1 as listed: 17	0.3	-1	29	8	6	1	-6	-3
# COc1ccc(C2CNC(=O)C2)cc1OC1CCCC1 (stereo not given) as listed: 22	-1.9	0	38	0	-4	3	11	3

# Screens: PubChem BioAssay, Sanford-Burnham Center for Chemical Genomics

# The list is partial; the hit share may differ from the screen's.
